hERG protect: shields human hERG channel from block by proarrhythmic agents; Q12809; CHO-hERG, FluxOR thallium flux, dofetilide IC70 present; activation (rescue from dofetilide block), less the hit threshold, % at 10 µM; actives 0.51% (n = 310,000); AID 1511;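 active means activation above the mean of controls blocked by dofetilide plus 5 SD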;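 further: thallium influx through hERG after potassium depolarization seen as dye fluorescence rise; in these data hits start at about 4.7%; inactives centre near -7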
Platelet DG rel: platelet dense granule release activity; human platelet-rich plasma, SFLLRN dense granule ATP release, luminescence; inhibition, %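 (compounds screened at 7.5 µM in platelet-rich plasma)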; actives 0.22% (n = 300,000); AID 1663;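 active means mean replicate score, as percent of positive control, at or above 50; inconclusive means mean below 50 but at least one replicate at or above 50; inactive means mean and every replicate below 50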
TRPC4 inh: TRPC4 (mouse) channel inhibition; B-score at 10 µM; HEK293 TRPC4beta/mu-opioid, DAMGO-evoked Fluo4 calcium flux; active compounds read low; AID 2247; actives 0.39% (n = 300,000);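 active means B-score over 3 SD under the library average, no early fluorescence shift, positive overall ratio signal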
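Test system – stable TRPC4beta/mu-opioid receptor HEK293 cells · Probe or stimulus – DAMGO, a submaximal dose followed by a maximal one · Dosing – one concentration per compound · Signal – Fluo4 calcium fluorescence by kinetic imaging, 5 s 1 Hz baseline · Evaluation – per-well B score of integrated baseline-normalized Fluo4 ratio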
KCNQ1 inh: human KCNQ1 channel inhibition. actives 1.3% (n = 310,000). CHO-K1 KCNQ1, FluxOR thallium flux fluorescence; active compounds read high. B-score at 10 µM. P51787;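 active means compounds whose thallium flux B-score, printed positive for inhibition, exceeds three library SD while starting fluorescence stays within three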;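 further: channel opened by potassium depolarization with thallium stimulus after 20 min compound exposure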
Target sequence (P51787 whole entry, looked up): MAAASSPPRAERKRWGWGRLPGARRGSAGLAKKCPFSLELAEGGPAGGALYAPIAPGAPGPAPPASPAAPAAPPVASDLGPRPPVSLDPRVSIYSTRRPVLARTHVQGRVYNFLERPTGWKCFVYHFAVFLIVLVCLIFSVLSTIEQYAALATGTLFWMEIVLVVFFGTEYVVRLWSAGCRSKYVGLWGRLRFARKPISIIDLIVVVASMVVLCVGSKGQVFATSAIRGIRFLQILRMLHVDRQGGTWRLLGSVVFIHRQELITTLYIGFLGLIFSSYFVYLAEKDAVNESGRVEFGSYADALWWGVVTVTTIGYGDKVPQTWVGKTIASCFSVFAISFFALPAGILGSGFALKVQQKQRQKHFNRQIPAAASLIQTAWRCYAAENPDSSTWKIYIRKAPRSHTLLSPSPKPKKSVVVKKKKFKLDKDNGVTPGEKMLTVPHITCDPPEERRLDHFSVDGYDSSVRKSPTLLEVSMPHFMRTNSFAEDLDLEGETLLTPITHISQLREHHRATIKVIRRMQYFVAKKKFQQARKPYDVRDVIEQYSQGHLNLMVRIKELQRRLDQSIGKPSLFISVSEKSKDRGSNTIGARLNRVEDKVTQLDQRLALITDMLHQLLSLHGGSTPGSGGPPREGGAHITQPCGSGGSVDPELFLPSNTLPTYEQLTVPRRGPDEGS
TRPC4 act: TRPC4 (mouse) channel activation; Q9QUQ5; HEK293 TRPC4beta/mu-opioid, Fluo4 calcium fluorescence; active compounds read high; B-score at 10 µM; actives 0.49% (n = 310,000); AID 2237;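 active means B-score above 5 SD of library B-scores, and initial fluorescence ratio not above library mean plus 5 SD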;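 further: positive B-score marks a calcium rise read as TRPC4 activation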
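Assay system: HEK293 stable line with TRPC4beta plus mu-opioid receptor; schedule: 45 min room-temperature Fluo4 loading, 110 s read; technique: kinetic Fluo4 calcium fluorescence; evaluation: integrated baseline-normalised fluorescence ratio, converted to per-well B score; controls: buffer (low) and maximal DAMGO (high)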
KCNK3 inh: human KCNK3 channel inhibition, primary screen. O14649. CHO-KCNK3 thallium flux, FluxOR fluorescence; active compounds read low. B-score at 10 µM. actives 0.84% (n = 340,000);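 active means B-score under library mean minus 4 SD, starting fluorescence ratio at most library mean plus 5 SD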;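 further: more negative B-score means stronger inhibition of thallium flux through KCNK3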
Target sequence (O14649 whole entry, looked up): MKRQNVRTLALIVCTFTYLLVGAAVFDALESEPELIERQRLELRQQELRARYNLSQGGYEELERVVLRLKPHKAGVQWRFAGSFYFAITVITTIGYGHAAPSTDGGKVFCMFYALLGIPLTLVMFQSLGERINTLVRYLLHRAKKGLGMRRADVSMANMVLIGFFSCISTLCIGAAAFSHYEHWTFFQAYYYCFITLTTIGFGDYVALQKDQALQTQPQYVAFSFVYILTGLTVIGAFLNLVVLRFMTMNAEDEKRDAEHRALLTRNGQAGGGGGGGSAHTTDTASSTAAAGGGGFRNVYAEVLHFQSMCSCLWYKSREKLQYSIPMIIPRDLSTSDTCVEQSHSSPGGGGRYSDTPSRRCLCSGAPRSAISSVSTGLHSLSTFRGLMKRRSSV
Dyrk1A ADPGlo: blocks rat Dyrk1A kinase activity. inhibition, % at 12.5 µM. ADP-Glo luminescence, NFATc1 peptide. actives 0.43% (n = 310,000). AID 504441; in the data active means inhibition above about 50%;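 further: plate controls were vehicle with enzyme for no effect and no enzyme for full effect; many of its hits are not listed in these tables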
KCNQ1 act: human KCNQ1 channel potentiation or activation; P51787; CHO-K1 KCNQ1, thallium flux FluxOR fluorescence; active compounds read high; actives 0.35% (n = 310,000); B-score at 10 µM;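 active means fluorescence ratio B-score, a plate-corrected score, at least three library SD, with initial intensity B-score within 5 SD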
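assay system = KCNQ1-transfected CHO-K1 cells | medium = assay buffer with matched DMSO | probe or stimulus = depolarizing K+/Tl+ stimulus, K2SO4 and Tl2SO4 each 12.5 mM in 5x stock | dosing = single dose | incubation = dye 90 min, compound 20 min, room temperature | detection = kinetic FluxOR fluorescence, 10 s baseline plus 110 s post-stimulus | evaluation = ratio B score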
KCNK9 block: human KCNK9 channel inhibition | actives 1.2% (n = 310,000) | HEK293 KCNK9, FluxOR thallium flux fluorescence; active compounds read low | B-score at 10 µM | AID 488922 | Q9NPC2;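 active means ratio B-score over 3 SD below the library mean, with starting fluorescence within 5 SD of its mean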;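 further: negative B-score means less thallium flux so channel inhibition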
TRPC4 PAM: TRPC4 (mouse) allosteric potentiation; HEK293 TRPC4beta/mu-opioid, DAMGO EC20, Fluo-4 Ca2+ flux; active compounds read high; B-score at 10 µM; actives 0.42% (n = 310,000); Q9QUQ5;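 active means B-score of calcium response area above 5 SD of library B-scores, with initial fluorescence ratio within 5 SD of library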;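 further: B-score of integrated fluorescence ratio over time as area under calcium response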
PolyA inh: inhibitors of polyadenylation in S. cerevisiae | S. cerevisiae SKY197-pL101 polyadenylation reporter, beta-gal luminescence; efflux-impaired pdr1/pdr3 knockout yeast; score 100 = 6 SD above DMSO | calls only at 12 µM | AID 1875 | actives 0.02% (n = 300,000);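 active means lowest replicate activity score at least 50, where 100 means six control SD above control mean; inconclusive means lowest score under 50 but half or more replicates reach 50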;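 further: yeast exposed to compound for 9 h at 30 °C; higher score means more reporter readthrough which indicates perturbed polyadenylation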
The depositor's hits bear a star. The list is partial; rates above refer to the full screens.

`Cc1ccc(CN2CCNC(=O)C2CC(=O)N(C)C2CCOCC2)cc1` (centres undefined) gave hERG protect -1.9, Platelet DG rel -5.7, TRPC4 inh inactive, KCNQ1 inh inactive, TRPC4 act inactive, KCNK3 inh inactive, Dyrk1A ADPGlo -5.2, KCNQ1 act inactive, KCNK9 block inactive, TRPC4 PAM inactive and PolyA inh inactive.
O=C(O)C1CCN(C(=O)Cc2ccccc2)CC1 was read as hERG protect -13.9, Platelet DG rel 17.5, TRPC4 inh inactive, KCNQ1 inh inactive, TRPC4 act inactive, KCNK3 inh inactive, Dyrk1A ADPGlo -1.4, KCNQ1 act inactive, KCNK9 block inactive, TRPC4 PAM inactive and PolyA inh inactive.
`CN(C)S(=O)(=O)c1ccc(C(=O)N2CCC(c3nc4ccccc4o3)CC2)cc1` gave hERG protect -13.9, Platelet DG rel 3.3, TRPC4 inh inactive, KCNQ1 inh inactive, TRPC4 act inactive, KCNK3 inh inactive, Dyrk1A ADPGlo -1.9, KCNQ1 act inactive, KCNK9 block inactive, TRPC4 PAM inactive and PolyA inh inactive.
For C/C(=N\NC(=O)CCC(=O)Nc1ccccc1)c1cccs1 the results were hERG protect -5.9, Platelet DG rel -9.7, TRPC4 inh inactive, KCNQ1 inh inactive, TRPC4 act inactive, KCNK3 inh inactive, Dyrk1A ADPGlo -4.6, KCNQ1 act inactive, KCNK9 block inactive, TRPC4 PAM inactive and PolyA inh inactive.
Screening CC1=CN2C(=NC(=O)CC2(C)C(=O)N(CC(=O)NC2CCCC2)c2ccccc2C)C=C1 (centres undefined) returned hERG protect -4.3, Platelet DG rel 0.1, TRPC4 inh inactive, KCNQ1 inh inactive, TRPC4 act inactive, KCNK3 inh inactive, Dyrk1A ADPGlo -2.0, KCNQ1 act inactive, KCNK9 block inactive, TRPC4 PAM inactive and PolyA inh inactive.
`COc1ccc(CC(=O)Nc2cccc(-c3nnc(-c4cccc(C)c4)o3)c2)cc1OC` gave hERG protect -34.4, Platelet DG rel 7.9, TRPC4 inh inactive, KCNQ1 inh 10*, TRPC4 act inactive, KCNK3 inh inactive, Dyrk1A ADPGlo 2.5, KCNQ1 act inactive, KCNK9 block inactive, TRPC4 PAM inactive and PolyA inh inactive.
COc1ccccc1OC(C)C(=O)O (centres undefined) was read as hERG protect -6.1, Platelet DG rel 9.4, KCNQ1 inh inactive, TRPC4 act inactive, KCNK3 inh inactive, Dyrk1A ADPGlo -2.8, KCNQ1 act inactive, KCNK9 block inactive, TRPC4 PAM inactive and PolyA inh inactive.
`O=S(=O)(/C=C/c1ccccc1)N1CCNCC1` gave hERG protect -0.5, Platelet DG rel 2.5, TRPC4 inh inactive, KCNQ1 inh inactive, TRPC4 act inactive, KCNK3 inh inactive, Dyrk1A ADPGlo 2.3, KCNQ1 act inactive, KCNK9 block inactive, TRPC4 PAM inactive and PolyA inh inactive.
For O=C(CCC1COc2ccccc2O1)NCc1ccccc1 (centres undefined) the results were hERG protect -7.0, Platelet DG rel 2.2, TRPC4 inh inactive, KCNQ1 inh inactive, TRPC4 act inactive, KCNK3 inh inactive, Dyrk1A ADPGlo 1.4, KCNQ1 act inactive, KCNK9 block inactive, TRPC4 PAM inactive and PolyA inh inactive.
Screening CN(C)CCN(C(=O)c1ccc2ccccc2c1)c1nc2ccc(Br)cc2s1 returned hERG protect -8.7, Platelet DG rel -11.9, TRPC4 inh inactive, KCNQ1 inh inactive, TRPC4 act inactive, KCNK3 inh inactive, Dyrk1A ADPGlo 2.1, KCNQ1 act inactive, KCNK9 block inactive, TRPC4 PAM inactive and PolyA inh inactive.
For CCOCCn1c(=NC(=O)/C=C/c2ccccc2Cl)sc2cc(NC(C)=O)ccc21 the results were hERG protect -8.0, Platelet DG rel 7.6, TRPC4 inh inactive, KCNQ1 inh inactive, TRPC4 act inactive, KCNK3 inh inactive, Dyrk1A ADPGlo 1.2, KCNQ1 act inactive, KCNK9 block inactive, TRPC4 PAM inactive and PolyA inh inactive.
Cc1ccc(S(=O)(=O)N2CCC(C(=O)NC3CC3)CC2)cc1 was read as hERG protect -5.1, Platelet DG rel 0.4, TRPC4 inh inactive, KCNQ1 inh inactive, TRPC4 act inactive, KCNK3 inh inactive, Dyrk1A ADPGlo -2.6, KCNQ1 act inactive, KCNK9 block inactive, TRPC4 PAM inactive and PolyA inh inactive.
For COC(=O)c1c(-c2cc(C)ccc2C)csc1NC(=O)C1CC=CCC1C(=O)O (centres undefined) the results were hERG protect -23.7, Platelet DG rel -4.3, TRPC4 inh inactive, KCNQ1 inh inactive, TRPC4 act inactive, KCNK3 inh inactive, Dyrk1A ADPGlo -0.3, KCNQ1 act inactive, KCNK9 block inactive, TRPC4 PAM inactive and PolyA inh inactive.
Screening CCOc1ccc(N=Cc2ccc3ccccc3c2)cc1 returned hERG protect -11.4, Platelet DG rel -1.3, TRPC4 inh inactive, KCNQ1 inh inactive, TRPC4 act inactive, KCNK3 inh inactive, Dyrk1A ADPGlo 11.4, KCNQ1 act inactive, KCNK9 block inactive, TRPC4 PAM inactive and PolyA inh inactive.
CC(=O)Nc1ccc(S(=O)(=O)NCCN2CCNC2=O)cc1Cl was read as hERG protect -8.4, Platelet DG rel -11.3, TRPC4 inh inactive, KCNQ1 inh inactive, TRPC4 act inactive, KCNK3 inh inactive, Dyrk1A ADPGlo -5.9, KCNQ1 act inactive, KCNK9 block inactive, TRPC4 PAM inactive and PolyA inh inactive.
For CCOc1cc(CNCCN2CCOCC2)ccc1OCc1ccccc1Cl the results were hERG protect -9.6, Platelet DG rel inconclusive, TRPC4 inh inactive, KCNQ1 inh inactive, TRPC4 act inactive, KCNK3 inh inactive, Dyrk1A ADPGlo -0.6, KCNQ1 act inactive, KCNK9 block inactive, TRPC4 PAM inactive and PolyA inh inactive.
Cn1nnnc1NCc1ccc(Cl)c(Cl)c1 was read as hERG protect -9.9, Platelet DG rel -4.0, TRPC4 inh inactive, KCNQ1 inh inactive, TRPC4 act inactive, KCNK3 inh inactive, KCNQ1 act inactive, KCNK9 block inactive, TRPC4 PAM inactive and PolyA inh inactive.
Screening Cn1c(SCC(=O)c2ccc3c(c2)Cc2ccccc2-3)nnc1-c1ccccc1 returned hERG protect -11.2, Platelet DG rel -28.8, TRPC4 inh inactive, KCNQ1 inh inactive, TRPC4 act inactive, KCNK3 inh inactive, Dyrk1A ADPGlo 0.0, KCNQ1 act inactive, KCNK9 block inactive, TRPC4 PAM inactive and PolyA inh inactive.
For CCC1C(O)=C(c2ccccn2)C(=N)N1c1ccccc1 (centres undefined) the results were hERG protect -0.9, Platelet DG rel -2.2, TRPC4 inh inactive, KCNQ1 inh inactive, TRPC4 act inactive, KCNK3 inh inactive, Dyrk1A ADPGlo -1.9, KCNQ1 act inactive, KCNK9 block inactive, TRPC4 PAM inactive and PolyA inh inactive.
CCc1nnc(SCC(=O)Nc2ccc(C(C)=O)cc2)nc1CC was read as hERG protect -5.5, Platelet DG rel -5.3, TRPC4 inh inactive, KCNQ1 inh inactive, TRPC4 act inactive, KCNK3 inh inactive, Dyrk1A ADPGlo -0.6, KCNQ1 act inactive, KCNK9 block inactive, TRPC4 PAM inactive and PolyA inh inactive.
Cc1cc(C)c(S(=O)(=O)Nc2nnc(C)s2)c(C)c1 was read as hERG protect -12.8, Platelet DG rel 16.4, TRPC4 inh inactive, KCNQ1 inh inactive, TRPC4 act inactive, KCNK3 inh inactive, Dyrk1A ADPGlo -8.7, KCNQ1 act inactive, KCNK9 block inactive, TRPC4 PAM inactive and PolyA inh inactive.
Screening COc1cc(/C=C/C(=O)O)cc(S(=O)(=O)Nc2ccc3nc(C)sc3c2)c1OC returned hERG protect -11.0, Platelet DG rel 10.8, TRPC4 inh inactive, KCNQ1 inh inactive, TRPC4 act inactive, KCNK3 inh inactive, Dyrk1A ADPGlo 0.1, KCNQ1 act inactive, KCNK9 block inactive, TRPC4 PAM inactive and PolyA inh inactive.
For CC(C)(C)NC(=O)Cn1cnc([N+](=O)[O-])n1 the results were hERG protect -9.7, Platelet DG rel 9.0, TRPC4 inh inactive, KCNQ1 inh inactive, TRPC4 act inactive, KCNK3 inh inactive, Dyrk1A ADPGlo -2.4, KCNQ1 act inactive, KCNK9 block inactive, TRPC4 PAM inactive and PolyA inh inactive.
For N#Cc1cc2cc3ccccc3nc2n2c(=O)c3ccccc3nc12 the results were hERG protect -8.9, Platelet DG rel 11.1, TRPC4 inh inactive, KCNQ1 inh inactive, TRPC4 act inactive, KCNK3 inh -9.6*, Dyrk1A ADPGlo -3.9, KCNQ1 act inactive, KCNK9 block inactive, TRPC4 PAM inactive and PolyA inh inactive.
COCCNC(=S)N(Cc1cccnc1)Cc1ccc(OC)c(OC)c1 was read as hERG protect -7.2, Platelet DG rel 0.1, TRPC4 inh inactive, KCNQ1 inh inactive, TRPC4 act inactive, KCNK3 inh inactive, Dyrk1A ADPGlo 5.8, KCNQ1 act inactive, KCNK9 block inactive, TRPC4 PAM inactive and PolyA inh inactive.
`Cc1c(C(=O)NC2=NCCS2)oc2ccccc12` gave hERG protect -9.7, Platelet DG rel 11.0, TRPC4 inh inactive, KCNQ1 inh inactive, TRPC4 act inactive, KCNK3 inh inactive, Dyrk1A ADPGlo 10.4, KCNQ1 act inactive, KCNK9 block inactive, TRPC4 PAM inactive and PolyA inh inactive.
For CCOC(=O)c1c(S(=O)(=O)NCC(=O)N2CCN(c3ccc(F)cc3)CC2)c(C)n(C)c1C the results were hERG protect -8.3, Platelet DG rel -8.0, TRPC4 inh inactive, KCNQ1 inh inactive, TRPC4 act inactive, KCNK3 inh inactive, Dyrk1A ADPGlo 2.3, KCNQ1 act inactive, KCNK9 block inactive, TRPC4 PAM inactive and PolyA inh inactive.
`Cc1sc(NC(=O)C2CCCCC2C(=O)O)c(C(N)=O)c1-c1ccccc1` (centres undefined) gave hERG protect -11.0, Platelet DG rel -31.5, TRPC4 inh inactive, KCNQ1 inh inactive, TRPC4 act inactive, KCNK3 inh inactive, Dyrk1A ADPGlo 2.0, KCNQ1 act inactive, KCNK9 block inactive, TRPC4 PAM inactive and PolyA inh inactive.

Screening data deposited in PubChem BioAssay by several laboratories.
